LYPLA2 counter: LYPLA2 inhibitors, primary screen, counter-screen for PME1 inhibitor project, biochemical, fluorescence polarization, FP-Rh probe ABPP; inhibition, % at 5.9 µM; 320,000 compounds, 0.38% hits; recombinant LYPLA2; AID 2177, 2009;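 active = inhibition above the screen-wide mean plus 3 SD, limit set per campaign, cut at about 26% in these data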;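 also: 0% = LYPLA2 with DMSO and 100% = wells lacking LYPLA2 enzyme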
PAFAH2 FP inh: PAFAH2 enzyme inhibitors, primary screen, biochemical, fluorescence polarization, human | 340,000 compounds, 0.99% hits | recombinant PAFAH2, FP-rhodamine activity probe | Platelet-activating factor acetylhydrolase 2, cytoplasmic (Homo sapiens), Q99487 | inhibition, % at 3.39 µM | AID 492956, 2010;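 active = inhibition above the mean over all tested compounds plus 3 SD, cut at about 30% in these data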;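 also: inhibitors block probe labeling of enzyme so polarization drops; 0% = enzyme with DMSO and 100% = wells lacking PAFAH2 protein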
pPAFAH FP inh: pPAFAH enzyme inhibitors, primary screen, biochemical, fluorescence polarization, human | inhibition, % at 3.39 µM | 330,000 compounds, 1.5% hits | recombinant pPAFAH, FP-rhodamine probe fluorescence polarization;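 active = inhibition above the mean inhibition across the screen plus 3 SD, cut at about 25% in these data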;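 also: inhibitors block binding of the rhodamine activity-based probe so polarization drops; 0% = enzyme with DMSO and 100% = wells lacking pPAFAH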
PAFAH1B3 inh: PAFAH1B3 enzyme inhibitors, primary screen, biochemical, fluorescence polarization, human. recombinant PAFAH1B3, FP-rhodamine probe. inhibition, % at 3.39 µM. 340,000 compounds, 0.28% hits;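 active = inhibition above the screen-wide average of all tested compounds plus 3 SD, cut at about 25% in these data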;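 also: 0% = enzyme with DMSO only and 100% = wells lacking PAFAH1B3 protein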
Target sequence (Q15102 whole entry, looked up): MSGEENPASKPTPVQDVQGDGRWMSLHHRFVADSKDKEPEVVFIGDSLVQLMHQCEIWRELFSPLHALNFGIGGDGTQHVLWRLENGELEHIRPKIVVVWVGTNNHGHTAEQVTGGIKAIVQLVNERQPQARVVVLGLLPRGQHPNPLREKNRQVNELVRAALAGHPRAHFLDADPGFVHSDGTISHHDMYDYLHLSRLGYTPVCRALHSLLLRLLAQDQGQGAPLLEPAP
PAFAH1B2 inh: PAFAH1B2 enzyme inhibitors, primary screen, biochemical, fluorescence polarization, human; recombinant PAFAH1B2, FP-rhodamine activity probe; inhibition, % at 3.39 µM; 340,000 compounds, 1.2% hits;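 active = inhibition above the mean of all tested compounds plus 3 SD, cut at about 24% in these data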;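 also: 0% = enzyme with DMSO and 100% = wells lacking PAFAH1B2; many of its hits are not listed in these tables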
LYPLA1 counter: LYPLA1 inhibitors, primary screen, counter-screen for PME1 inhibitor project, biochemical, fluorescence polarization, FP-Rh probe ABPP; recombinant LYPLA1; AID 2174, 2009; inhibition, % at 5.9 µM; 320,000 compounds, 0.16% hits;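 active = inhibition above the mean of all tested compounds plus 3 SD, set per campaign, cut at about 14% in these data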;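 also: inhibitors block serine hydrolase probe labeling of LYPLA1 so polarization falls; 0% = enzyme with DMSO and 100% = wells lacking LYPLA1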
ZTA counter: ZTA (EBV) inhibition in EBNA-1 counter-screen. P03206. ZTA-DNA binding, fluorescence polarization. inhibition, % at 11 µM. 320,000 compounds, 0.15% hits; in the data active = inhibition above about 33%
PREPL inh: PREPL enzyme inhibitors, primary screen, biochemical, fluorescence polarization; Prolyl endopeptidase-like (Homo sapiens), Q4J6C6; recombinant PREPL, fluorescence polarization activity-based probe; inhibition, % at 5.96 µM; 320,000 compounds, 0.68% hits; AID 2751, 2010; in the data active = inhibition above about 43%;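 also: 0% = enzyme with DMSO and 100% = wells lacking enzyme; many of its hits are not listed in these tables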
Target sequence (Q4J6C6 whole entry, looked up): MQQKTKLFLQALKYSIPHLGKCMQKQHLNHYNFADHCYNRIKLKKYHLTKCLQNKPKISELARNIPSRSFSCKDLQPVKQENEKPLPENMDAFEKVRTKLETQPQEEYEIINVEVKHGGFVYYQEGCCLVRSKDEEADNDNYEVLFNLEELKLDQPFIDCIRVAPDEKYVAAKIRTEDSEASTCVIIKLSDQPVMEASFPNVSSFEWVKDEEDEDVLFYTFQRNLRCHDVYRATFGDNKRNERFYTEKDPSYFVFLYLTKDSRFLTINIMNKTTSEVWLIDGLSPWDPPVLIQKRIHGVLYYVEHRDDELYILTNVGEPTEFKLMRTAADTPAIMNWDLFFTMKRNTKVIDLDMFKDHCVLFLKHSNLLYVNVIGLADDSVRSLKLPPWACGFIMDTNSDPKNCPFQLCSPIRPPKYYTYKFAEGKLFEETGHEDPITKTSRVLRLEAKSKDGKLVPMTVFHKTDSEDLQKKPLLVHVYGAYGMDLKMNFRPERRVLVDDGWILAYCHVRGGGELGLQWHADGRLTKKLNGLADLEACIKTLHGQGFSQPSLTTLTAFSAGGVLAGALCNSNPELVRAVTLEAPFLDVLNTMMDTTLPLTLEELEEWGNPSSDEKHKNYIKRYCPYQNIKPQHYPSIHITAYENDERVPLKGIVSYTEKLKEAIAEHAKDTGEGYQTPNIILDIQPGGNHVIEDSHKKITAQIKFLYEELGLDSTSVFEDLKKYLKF
EBNA-1 inh: EBNA-1 DNA-binding inhibitors, primary screen, biochemical, fluorescence polarization | inhibition, % at 14.8 µM | 300,000 compounds, 0.34% hits; in the data active = inhibition above about 28%
* marks the source's active call; other numbers are inactive results; nt = not tested or not shown. A portion of the library. The share of hits here may be higher or lower than overall.

SMILES	LYPLA2 counter	PAFAH2 FP inh	pPAFAH FP inh	PAFAH1B3 inh	PAFAH1B2 inh	LYPLA1 counter	ZTA counter	PREPL inh	EBNA-1 inh
NC1(C#Cc2ccc3oc(=O)c(-n4cc(-c5ccsc5)nn4)cc3c2)CCCCC1	-2	6	0	-10	4	-7	-6	9	nt
COc1cccc(C2=CC(=O)C[C@H](c3ccc(OC)c(OC)c3)C2)c1	7	7	1	10	6	-1	-1	7	nt
COc1ccc(CNC(=O)CSc2nnc(-c3ccc(NC(C)=O)cc3)n2C)cc1	3	-2	5	-3	2	1	1	4	12
CCCCC1CC(CSc2ncn[nH]2)OC1=O (configuration not stated)	5	-2	0	10	-2	2	0	-3	-2
CN(CCOc1ccccc1)C(=O)c1ccc(F)c(S(=O)(=O)N2CCOCC2)c1	6	-2	4	6	5	-2	-5	7	6
CC(C)NC(=O)Nc1cccc2c1O[C@H](CN(C)S(=O)(=O)c1ccc(F)cc1)[C@@H](C)CN([C@H](C)CO)C2=O	nt	7	-1	1	2	nt	nt	5	nt
Cc1cccn2c(=O)c3cc(C(=O)N4CCN(C(=O)c5ccco5)CC4)n(C)c3nc12	0	5	-1	3	1	-1	-1	21	-2
CCOC(=O)[C@H]1[C@H]2COc3ccc(OC)cc3[C@@H]2N2C(=O)c3cc(OC)c(OC)cc3NC(=O)[C@@]12C	-12	0	6	4	5	-7	-5	5	-5
CN(CC(=O)Nc1ccc(F)cc1)C(=O)COC(=O)Cc1c(F)cccc1Cl	3	4	5	6	-3	-1	-7	9	0
CN(N=Nc1ccc([N+](=O)[O-])cc1)c1ccccc1	0	4	6	15	5	0	-1	-18	8
O=C1C=C(c2ccc(C(=O)O)c(Cl)c2)C[C@@H](c2ccc3c(c2)OCO3)C1	nt	4	6	13	8	nt	nt	0	nt
CCOc1ccccc1Oc1coc2cc(O)ccc2c1=O	2	-6	-8	-4	6	0	1	-13	-9
O=S(=O)(O)CCN1CCOCC1	-1	2	-3	6	3	1	7	26	-10
CCOC(=O)c1c(C)[nH]c(C)c1C(=O)CSc1nc2ccccc2c(=O)n1-c1ccc(C)cc1	-10	-1	4	-3	5	-9	-1	-5	6
CCOc1ccc(C(NC(=O)CC)c2c(O)ccc3ccccc23)cc1 (configuration not stated)	9	1	-3	6	8	1	-10	-4	10
O=C(COc1ccc([N+](=O)[O-])cc1)N(Cc1ccccc1)Cc1ccccc1	3	-7	3	14	-1	-3	-6	-6	-1
O=C(Nc1cccc(-c2ccc3nncn3n2)c1)c1ccco1	6	-6	4	9	1	0	-3	9	-4
C=CCOC(=O)C1=C(C)Nc2[nH]c(=O)[nH]c(=O)c2C1c1ccccc1 (configuration not stated)	2	-2	-2	12	11	-1	-4	16	-19
Cc1ccc(/C=N/Nc2nnc(Cl)c3ccccc23)cc1	-5	7	5	-2	1	-3	7	26	7
COC(=O)C1(C)NC(c2ccc(Cl)cc2)C2C(=O)N(c3ccccc3)C(=O)C21 (configuration not stated)	3	-5	-2	-10	1	-3	-3	13	1

Arranged by formula weight (lowest first): 15 of the compounds above.
SMILES	LYPLA2 counter	PAFAH2 FP inh	pPAFAH FP inh	PAFAH1B3 inh	PAFAH1B2 inh	LYPLA1 counter	ZTA counter	PREPL inh	EBNA-1 inh
O=S(=O)(O)CCN1CCOCC1	-1	2	-3	6	3	1	7	26	-10
Cc1ccc(/C=N/Nc2nnc(Cl)c3ccccc23)cc1	-5	7	5	-2	1	-3	7	26	7
CCOc1ccccc1Oc1coc2cc(O)ccc2c1=O	2	-6	-8	-4	6	0	1	-13	-9
O=C(Nc1cccc(-c2ccc3nncn3n2)c1)c1ccco1	6	-6	4	9	1	0	-3	9	-4
COc1cccc(C2=CC(=O)C[C@H](c3ccc(OC)c(OC)c3)C2)c1	7	7	1	10	6	-1	-1	7	nt
CCOc1ccc(C(NC(=O)CC)c2c(O)ccc3ccccc23)cc1 (configuration not stated)	9	1	-3	6	8	1	-10	-4	10
O=C1C=C(c2ccc(C(=O)O)c(Cl)c2)C[C@@H](c2ccc3c(c2)OCO3)C1	nt	4	6	13	8	nt	nt	0	nt
O=C(COc1ccc([N+](=O)[O-])cc1)N(Cc1ccccc1)Cc1ccccc1	3	-7	3	14	-1	-3	-6	-6	-1
COC(=O)C1(C)NC(c2ccc(Cl)cc2)C2C(=O)N(c3ccccc3)C(=O)C21 (configuration not stated)	3	-5	-2	-10	1	-3	-3	13	1
CN(CC(=O)Nc1ccc(F)cc1)C(=O)COC(=O)Cc1c(F)cccc1Cl	3	4	5	6	-3	-1	-7	9	0
NC1(C#Cc2ccc3oc(=O)c(-n4cc(-c5ccsc5)nn4)cc3c2)CCCCC1	-2	6	0	-10	4	-7	-6	9	nt
CN(CCOc1ccccc1)C(=O)c1ccc(F)c(S(=O)(=O)N2CCOCC2)c1	6	-2	4	6	5	-2	-5	7	6
COc1ccc(CNC(=O)CSc2nnc(-c3ccc(NC(C)=O)cc3)n2C)cc1	3	-2	5	-3	2	1	1	4	12
CCOC(=O)[C@H]1[C@H]2COc3ccc(OC)cc3[C@@H]2N2C(=O)c3cc(OC)c(OC)cc3NC(=O)[C@@]12C	-12	0	6	4	5	-7	-5	5	-5
CC(C)NC(=O)Nc1cccc2c1O[C@H](CN(C)S(=O)(=O)c1ccc(F)cc1)[C@@H](C)CN([C@H](C)CO)C2=O	nt	7	-1	1	2	nt	nt	5	nt

Going on with the list.
SMILES	LYPLA2 counter	PAFAH2 FP inh	pPAFAH FP inh	PAFAH1B3 inh	PAFAH1B2 inh	LYPLA1 counter	ZTA counter	PREPL inh	EBNA-1 inh
CC(C)NC(=O)c1onc(CSc2ccc(F)c(F)c2)c1C(=O)O	6	5	4	10	6	-1	-10	-8	9
Cc1cccc(C)c1NC(=S)N(Cc1cccnc1)Cc1ccccc1Cl	8	2	5	2	5	5	-7	4	-2
CCOC(=O)c1cc[n+](CC(=O)c2ccc(F)cc2)cc1	-3	-5	-4	-5	6	-2	15	4	2
CN(CC(=O)Nc1ccc(F)cc1)C(=O)C1CCN(C(=O)Nc2ccccc2)CC1	3	6	2	18	4	4	-4	9	nt
O=C(/C(=C(\[O-])c1ccccc1)[n+]1ccc2ccccc2c1)c1ccc(Cl)cc1	1	4	5	2	3	1	-21	7	-3
C/C=C/c1ccc(OCCCCNCc2ccco2)c(OC)c1	4	4	3	-4	0	-1	11	4	-3
CC1CN(S(=O)(=O)c2cc(C(=O)N(C)Cc3cccs3)ccc2Cl)CC(C)O1 (configuration not stated)	nt	4	0	6	7	nt	nt	16	nt
CCn1c(SCC(=O)N2CCCC2)nc2ccccc2c1=O	-2	4	-1	4	5	1	7	4	2
COc1ccc(NC(=O)CSc2nc(N)c(C#N)cc2C#N)cc1	-3	5	8	11	-2	-7	-7	-4	-8
O=c1c(Cl)c(NCCCO)cnn1-c1nc2ccccc2[nH]1	3	-2	7	9	2	0	3	2	6
CN1OC2C(=O)N(c3ccccc3)C(=O)C2C1c1ccc(F)cc1 (configuration not stated)	-4	-1	-2	-2	11	-2	-12	18	-14
COc1ccc(CCNC(=O)CSc2nc3ccccc3c3nc(CCN4CCCCC4)nn23)cc1OC	-6	6	2	4	4	-1	-2	9	1
O=C(Cc1ccccc1[N+](=O)[O-])NC1CC1	0	0	6	8	5	0	-4	-3	1
COc1ccc(Cl)cc1C(=O)O/N=C(\N)c1ccncc1	2	-7	4	-4	0	-2	-23	-2	0
COc1ccc(CCNC(=O)C(C(=O)c2ccccc2)n2cc(Cl)ccc2=O)cc1OC (configuration not stated)	-2	4	6	-2	-1	3	-9	-3	-8
CC1CCCN(S(=O)(=O)c2ccc(NC(=O)C3CC(=O)N(C(C)(C)C)C3)cc2)C1 (configuration not stated)	-4	5	9	6	1	2	-3	-1	2
O=S1(=O)CC=C(CSC(=S)NC2CCS(=O)(=O)C2)C1 (configuration not stated)	-1	8	0	1	8	4	-3	2	-7
Cc1nc2ccccc2c2oc(C(=O)N3CCCC(C)C3)cc12 (configuration not stated)	3	-2	1	1	3	-1	5	-6	6
C/C(CC(=O)NC(C)(C)C)=N\NC(N)=S	0	2	6	5	5	0	-24	-5	-1
CCC(=O)Nc1ccc(C(=O)OCC(=O)c2ccc(C)c([N+](=O)[O-])c2)cc1	-1	13	5	11	-3	-1	-7	-8	7
COc1ccc(S(=O)(=O)NNC(N)=S)cc1	0	0	1	9	9	0	29	-8	3
Cc1ccc(OCC(=O)Nc2ccc3c(c2)nc(CCN2CCN(C)CC2)n3C)cc1	4	14	9	0	3	0	-25	11	-11
COc1cccc(C(=O)OC2CCN(C)CC2)c1	3	-2	4	2	6	4	20	7	4
O=C(CCCN1C(=O)c2ccccc2C1=O)Nc1nncs1	0	-2	4	0	3	-1	-2	0	-2
CCN(CC)S(=O)(=O)c1ccc(N/N=C(\C)c2ccncc2)nc1	-8	12	-1	-2	3	-3	5	-5	7
Cc1nc2cc(C(=O)NCc3cccnc3)ccc2n1-c1ccc(F)cc1F	-6	-6	-1	-7	-4	-4	-8	1	-7
COC(=O)C(Cc1ccc(O)cc1)NC(=O)NC12CC3CC(CC(C3)C1)C2 (configuration not stated)	2	14	0	5	3	1	7	0	-2
O=C(CCc1nnc(CCCCc2ccccc2)o1)NCCn1cccn1	1	8	3	9	7	3	18	7	7
Cc1ccc(-n2c(C)cc(C3N=C(N)Nc4nc5ccccc5n43)c2C)c(C)c1 (configuration not stated)	9	3	7	14	3	4	-11	-41	-5
Cc1ccccc1N(CC(=O)NCc1ccco1)C(=O)CCC(=O)Nc1nccs1	-4	2	1	1	3	-2	12	-2	0
CCCc1nnc(NC(=O)CCC(=O)NC2CCCCC2)s1	1	-3	-8	1	8	-3	-10	3	-14
CCCC(=O)Nc1cccc(C(=O)Nc2ccccc2OCC)c1	10	nt	5	nt	nt	-1	23	2	10
CCC(=O)Nc1cccc(-c2csc(-c3ccccc3)n2)c1	-10	-6	-2	6	6	-10	10	-7	-5
O=C1c2ccccc2C(O)(c2ncc[nH]2)N1CCc1ccccc1 (configuration not stated)	8	6	-2	-16	4	1	14	2	6
CCOC(=O)C1(CCCc2ccccc2)CCN(C(=O)CCN2CCCCC2=O)CC1	-1	3	-6	-3	1	3	-13	11	-16
COc1ccc(-c2csc(NC(=O)CS(=O)(=O)c3ccccc3)n2)cc1	-11	-1	-1	5	-1	-4	-5	-17	-11
CCn1ccnc1CN(C)Cc1cn[nH]c1-c1ccc(OC)c(F)c1	5	1	-1	6	2	3	-13	14	3
Cc1nnc(SCC(=O)NC2CCCc3ccccc32)n1-c1ccccc1 (configuration not stated)	-5	-7	2	2	7	-1	4	10	7
O=C(Cc1ccc(S(=O)(=O)N2CCOCC2)s1)Oc1ccc(F)cc1	-12	5	-1	5	0	2	-2	28	4

From PubChem BioAssay
